# From PubChem
# ABHD5-PLIN5 inh: blocks binding of human ABHD5 to perilipin-5. Split G. princeps luciferase complementation, luminescence, 4 h. Q00G26+Q8WTS1. inhibition, % at 4 µM. 0.78% of 360,000 active;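 active = inhibition above the mean inhibition across every tested compound plus 3 SD, cut at about 22% in these data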;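 also: 0% = DMSO only wells and the 100% control is not disclosed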
# Target sequence (Q00G26 whole entry, looked up): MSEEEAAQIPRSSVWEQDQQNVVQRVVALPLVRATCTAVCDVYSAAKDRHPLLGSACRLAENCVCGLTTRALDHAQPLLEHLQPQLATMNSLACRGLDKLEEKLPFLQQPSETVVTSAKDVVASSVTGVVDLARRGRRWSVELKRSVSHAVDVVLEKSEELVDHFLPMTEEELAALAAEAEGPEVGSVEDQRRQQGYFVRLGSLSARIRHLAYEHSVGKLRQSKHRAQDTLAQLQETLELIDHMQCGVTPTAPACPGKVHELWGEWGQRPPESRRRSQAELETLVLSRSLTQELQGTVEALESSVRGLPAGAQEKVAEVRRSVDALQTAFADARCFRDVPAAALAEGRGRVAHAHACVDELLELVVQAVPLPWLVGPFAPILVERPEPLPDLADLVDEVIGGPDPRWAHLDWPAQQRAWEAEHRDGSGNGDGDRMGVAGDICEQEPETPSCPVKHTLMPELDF
# Target sequence (Q8WTS1 whole entry, looked up): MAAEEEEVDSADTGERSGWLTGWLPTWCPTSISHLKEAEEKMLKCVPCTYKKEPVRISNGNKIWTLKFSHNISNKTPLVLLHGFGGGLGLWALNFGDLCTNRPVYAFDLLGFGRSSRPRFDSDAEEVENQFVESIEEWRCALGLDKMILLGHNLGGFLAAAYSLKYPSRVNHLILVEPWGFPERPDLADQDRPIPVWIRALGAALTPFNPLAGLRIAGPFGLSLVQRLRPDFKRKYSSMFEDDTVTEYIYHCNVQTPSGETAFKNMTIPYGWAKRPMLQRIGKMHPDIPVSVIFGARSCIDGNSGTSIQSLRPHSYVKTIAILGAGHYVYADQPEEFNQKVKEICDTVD
# H9c2 protect: protects H9c2 cardiomyocytes from peroxide injury. H2O2 injury protection, ATPLite, 2 h. protection from H2O2 cell death, % at 20 µM. 0.63% of 360,000 active. AID 588492;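 active = compounds giving at least 50% protection of heart cells from peroxide-induced death in the single-dose screen, raw or plate-pattern-corrected value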;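 also: 0% = DMSO wells with peroxide and 100% = DMSO wells without peroxide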
# CaV13 FRET inh: Primary screen for inhibitors of IQ motif and Ca2+-dependent inactivation inhibitor domain binding in CACNA1D, Förster resonance energy transfer in living cells, … | HEK cells, CFP/YFP FRET ICDI-IQ, plate reader, 10 min; percent FRET-ratio fall versus neutral wells | inhibition, % at 12.3 µM | 0.098% of 340,000 active;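 active = mean replicate inhibition of at least 30% and at least 1% of replicates passing that level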;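 also: 0% = median of the neutral control wells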
# Glyco luc inh: blocks N-linked glycosylation in D54 reporter cells | D54 ERlucT glycosylation luciferase reporter, 24 h; percent of 100 nM tunicamycin response | 0.23% of 360,000 active | reporter increase, % at 12.5 µM;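 active = mean luciferase reporter signal, scaled so untreated is 0 and the glycosylation-blocking control 100, at or above a set limit in every replicate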;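 also: luciferase carries N-glycosylation sites so blocking glycosylation raises the light; 0% = median of neutral control wells and 100% = median of 100 nM tunicamycin wells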
# MC4R barr agon: activates human MC4R beta-arrestin recruitment | U2OS MC4R beta-arrestin complementation, luminescence; percent of melanotan II response, DMSO zero | activation, % at 8.9 µM | 0.98% of 360,000 active | AID 540308;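 active = activation above a per-plate cutoff, the mean activation of sample wells on that plate plus 3 SD, cut at about 8% in these data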
# Exocytosis inh: blocks lytic granule exocytosis | TALL-104 LAMP-1 surface exposure, flow cytometry; cells stimulated with thapsigargin and PMA | inhibition, % at 10 µM | 0.66% of 360,000 active | AID 651702;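 active = inhibition above about 55%, limit read from the data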
# MC4R antag cAMP: antagonists of human melanocortin 4 receptor (MC4R); inhibition, % at 6.5 µM; 0.48% of 360,000 active; MC4R-expressing cells, MTII-stimulated cAMP, LANCE TR-FRET; P32245; AID 540295;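 active = inhibition above its plate's cutoff, the mean of tested wells on that plate plus 3 SD, cut at about 29% in these data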;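 also: 0% = Melanotan II alone and 100% = Melanotan II plus saturating MCL0020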
#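 system = U2OS cells with stable human MC4R expression | also added = Melanotan II challenge after compound preincubation | dosing = one concentration, 6.5 µM nominal | incubation = compound 30 min, challenge 1 h, detection 1 h | measured by = TR-FRET with Eu-cAMP and labeled anti-cAMP, 671 nm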
# ABCB6 inh MLPCN: blocks the human ABCB6 transporter; Q9NP58; K562-ABCB6 porphyrin accumulation, flow cytometry, 1 h; hits give low values; fluorescence ratio to DMSO, % at 10 µM; 0.19% of 360,000 active; AID 602162;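 active = fluorescence ratio to DMSO below 75%, the collection mean minus 3 SD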;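 also: signal is porphyrin accumulated inside mitochondria; 100% equals median channel fluorescence of DMSO control wells; lower ratio means ABCB6 inhibition with less porphyrin fluorescence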
# HTR2A ag: activates the mouse 5-HT2A serotonin receptor. P35363. CHO-K1 mHTR2A beta-arrestin complementation, luminescence; percent of 30 µM serotonin response. activation, % at 7.6 µM. 0.66% of 360,000 active. AID 624169;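 active = activation above a run cutoff, the mean activation of all tested compounds plus 3 SD, cut at about 14% in these data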;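 also: 0% = plate median of compound wells and 100% = 30 µM serotonin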
# PDI inh: blocks human protein disulfide isomerase activity; P07237; PDI insulin aggregation turbidity, A650, 90 min; inhibition, % at 10 µM; 0.052% of 350,000 active;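 active = mean inhibition across replicates of 30% or more, whatever share of single replicates reach that level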;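 also: absorbance from insulin aggregation driven by PDI reduction with DTT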
# * hit, by the source's call; / = not tested or not shown. Not a hit list, and some 4.2% of all compounds hit somewhere here.
SMILES,ABHD5-PLIN5 inh,H9c2 protect,CaV13 FRET inh,Glyco luc inh,MC4R barr agon,Exocytosis inh,MC4R antag cAMP,ABCB6 inh MLPCN,HTR2A ag,PDI inh
COc1ccc(-c2nc(CS(=O)CC(=O)NC3CCCC3)c(C)o2)cc1 (centres undefined),0,0,-2,3,-1.3,15,5,104,3,-1
CN(C)C=NC1=NN(c2cccc(C(F)(F)F)c2)CC1,-7,-5,/,3,-3.6,2,-11,96,-3,1
CCn1c(C(=O)O)c(CC(=O)Nc2cccc(C(F)(F)F)c2)c2ccccc21,6,-4,-2,1,-0.6,4,9,95,0,-5
O=C(COC(=O)CCC1CCCC1)Nc1ccc(Cl)cn1,3,-1,-4,-1,-1.1,1,2,100,4,-1
CCOCCCNC(=O)/C(C#N)=C/c1ccc([N+](=O)[O-])o1,8,-26,-3,19,1.8,46,14,144,-2,-6
Cc1ccc(CNC(=O)CSCc2ccc(F)cc2)cc1,-4,-4,7,1,-1.1,1,16,99,2,3
O=C1NC[C@H](CCCCN2C[C@H](Cc3ccc(O)cc3)N(CCc3ccc(O)cc3)C(=O)C2=O)N(CCc2ccccc2)C1=O,9,/,-4,/,/,0,/,97,-4,/
Cc1ccc(OCc2nnc(SCCN3CCOCC3)n2C)cc1,3,0,/,/,1.7,1,2,94,3,2
Cc1nn(C)c(C)c1NC(=O)/C(C#N)=C\N(C)C,-7,0,-2,3,-3.1,-6,-3,93,7,2
CC(Cc1ccsc1)NC(=O)CCc1nnc(CCc2ccccc2)o1 (centres undefined),-2,6,-10,2,1.4,-14,6,111,1,9
N#Cc1c(N)n(CCNC(=O)c2ccc(Cl)cc2)c2nc3ccccc3nc12,-10,7,-4,6,-0.5,-2,5,98,-6,-6
O=C(NCc1ccc2c(c1)OCO2)C1CCC(CNc2c(N3CCCC3)c(=O)c2=O)CC1 (centres undefined),8,0,-6,-1,-1.5,-6,5,100,14*,-6
Cc1ccc(S(=O)(=O)NCCOc2nc(N3CCOCC3)nc(N3CCOCC3)n2)cc1,-9,-1,-8,4,1.3,0,10,104,3,1
Cc1ccc(NC(=O)CSc2ccc(-c3ccco3)nn2)c(C)c1,-1,-3,-1,-1,-1.2,12,-6,95,0,-2
CC(/C=N/NC(=O)c1cc(-c2cccs2)[nH]n1)=C\c1ccccc1,-8,-2,-2,1,4.0,0,6,96,-9,7
c1csc(-c2nc3ccccc3[nH]2)c1,3,-9,/,4,-1.1,-3,3,97,4,4
COc1ccc(-n2ncc(S(=O)(=O)c3ccccc3)c2-c2ccc(Cl)cc2)cc1,5,-6,/,-3,-2.6,10,5,85,-6,5
COc1cccc(-c2nc(-c3ccccc3)c3ccc(Cl)cc3n2)c1,-2,/,-7,/,/,-6,/,94,-3,/
Cn1c(NC(=O)c2cccs2)cc(=O)n(C)c1=O,1,-1,-5,2,0.3,-5,-3,103,5,6
COc1ccc(S(=O)(=O)Oc2ccccc2C(N)=O)cc1,-2,10,-6,1,-0.6,-9,10,100,6,-1
O=C(Cc1ccccc1)NCCSCc1ccc(Cl)cc1,-1,-4,/,-3,-0.3,-3,-1,105,-5,14
COc1ccc(S(=O)(=O)ON=C2CC(C)(C)N(C(C)=O)C(C)(C)C2)cc1,6,5,2,3,-3.5,10,-2,94,-3,-2
CCCC1CCc2c(sc(NC(=O)c3cccs3)c2C(N)=O)C1 (centres undefined),-3,-6,/,1,0.1,-6,2,94,-2,-7
COC(=O)CC1=C(C(=O)OC)C(c2ccncc2)C(C#N)=C(N)O1 (centres undefined),1,-14,/,-1,-1.4,26,5,173,8,-1

# 11 structures out of the list, ordered by length of the SMILES, low to high:
SMILES,ABHD5-PLIN5 inh,H9c2 protect,CaV13 FRET inh,Glyco luc inh,MC4R barr agon,Exocytosis inh,MC4R antag cAMP,ABCB6 inh MLPCN,HTR2A ag,PDI inh
c1csc(-c2nc3ccccc3[nH]2)c1,3,-9,/,4,-1.1,-3,3,97,4,4
O=C(Cc1ccccc1)NCCSCc1ccc(Cl)cc1,-1,-4,/,-3,-0.3,-3,-1,105,-5,14
Cc1ccc(CNC(=O)CSCc2ccc(F)cc2)cc1,-4,-4,7,1,-1.1,1,16,99,2,3
Cn1c(NC(=O)c2cccs2)cc(=O)n(C)c1=O,1,-1,-5,2,0.3,-5,-3,103,5,6
Cc1ccc(OCc2nnc(SCCN3CCOCC3)n2C)cc1,3,0,/,/,1.7,1,2,94,3,2
Cc1nn(C)c(C)c1NC(=O)/C(C#N)=C\N(C)C,-7,0,-2,3,-3.1,-6,-3,93,7,2
CC(/C=N/NC(=O)c1cc(-c2cccs2)[nH]n1)=C\c1ccccc1,-8,-2,-2,1,4.0,0,6,96,-9,7
N#Cc1c(N)n(CCNC(=O)c2ccc(Cl)cc2)c2nc3ccccc3nc12,-10,7,-4,6,-0.5,-2,5,98,-6,-6
Cc1ccc(S(=O)(=O)NCCOc2nc(N3CCOCC3)nc(N3CCOCC3)n2)cc1,-9,-1,-8,4,1.3,0,10,104,3,1
O=C(NCc1ccc2c(c1)OCO2)C1CCC(CNc2c(N3CCCC3)c(=O)c2=O)CC1 (centres undefined),8,0,-6,-1,-1.5,-6,5,100,14*,-6
O=C1NC[C@H](CCCCN2C[C@H](Cc3ccc(O)cc3)N(CCc3ccc(O)cc3)C(=O)C2=O)N(CCc2ccccc2)C1=O,9,/,-4,/,/,0,/,97,-4,/

# Next part.
SMILES,ABHD5-PLIN5 inh,H9c2 protect,CaV13 FRET inh,Glyco luc inh,MC4R barr agon,Exocytosis inh,MC4R antag cAMP,ABCB6 inh MLPCN,HTR2A ag,PDI inh
O=C(CCC(=O)OCC(=O)c1ccc(Br)cc1)Nc1ccc(Br)c2cccnc12,-3,-4,-6,3,-1.7,0,-4,97,0,3
CC(C(=O)N1CCOCC1)c1ccc([N+](=O)[O-])cc1 (centres undefined),-1,2,-4,0,-2.3,14,2,96,10,-2
Cc1ccc(NC(=O)/C=C/c2ccco2)cc1S(=O)(=O)N1CCCCCC1,3,-11,-3,-5,-0.5,9,15,114,1,-7
O=C(c1ccccc1)N1CCN(c2ccc([N+](=O)[O-])c(NCc3cccnc3)c2)CC1,7,9,-3,-1,-1.3,6,-9,98,3,2
COC(=O)c1cccc(S(=O)(=O)N2CCC(C)CC2)c1,1,-5,/,1,2.1,-1,2,98,5,2
C=CCCCN(Cc1ccccc1)S(=O)(=O)c1ccccc1Br,-8,-19,-4,-1,3.9,2,0,99,-3,7
Cc1cc(C(=O)OCC(=O)Nc2nccs2)c2ccccc2n1,-8,-3,-5,1,1.3,-3,-3,97,1,-5
CC(=O)c1cccc(NC(=O)COC(=O)c2cccs2)c1,3,13,-6,3,-0.1,-4,6,100,-1,-3
COc1ccc(CC(=O)O/N=C(\N)Cc2ccc(OC)cc2)cc1,3,-5,-4,2,1.8,1,14,95,-4,5
Brc1cc(Br)cc(CN2CCSCC2)c1,-2,4,1,-1,1.5,0,17,99,10,2
Cc1ccc(C)c(OCC(=O)N2CCN(c3ncccn3)CC2)c1,4,-3,-2,-2,-3.2,-4,-6,101,-5,-3
Cc1ccccc1NS(=O)(=O)c1cc2c3c(c1)C(C)C(=O)N3CCC2 (centres undefined),2,-4,-15,-1,-2.6,0,2,98,1,-7

# Ordered by value in ABCB6 inh MLPCN (falling): some entries from above.
mol | ABCB6 inh MLPCN
O=C(NCc1ccc2c(c1)OCO2)C1CCC(CNc2c(N3CCCC3)c(=O)c2=O)CC1 (centres undefined) | 100
O=C(c1ccccc1)N1CCN(c2ccc([N+](=O)[O-])c(NCc3cccnc3)c2)CC1 | 98
CC(/C=N/NC(=O)c1cc(-c2cccs2)[nH]n1)=C\c1ccccc1 | 96

# More results:
SMILES,ABHD5-PLIN5 inh,H9c2 protect,CaV13 FRET inh,Glyco luc inh,MC4R barr agon,Exocytosis inh,MC4R antag cAMP,ABCB6 inh MLPCN,HTR2A ag,PDI inh
COc1ccc(C(=O)c2ccc(N(C)C)cc2)c(OC)c1,-4,6,-8,15,-4.2,-6,-13,99,1,-2
Cc1cc(C)c2c3c(sc2n1)C(c1ccccc1)C(C#N)=C(N)O3 (centres undefined),-2,-9,-2,3,-0.8,3,-5,98,4,-3
Cc1ccc(NC(=O)Cn2sc3ccccc3c2=O)cc1,72*,-32,-5,-1,-1.6,39,-3,100,0,-1
Cc1noc(C(=O)Nc2c(C)n(C)n(-c3ccccc3)c2=O)c1Cl,-4,2,-6,0,-1.7,4,5,87,-4,-2
CCOC(=O)Cc1c(C)c2ccc(N(CC)CC)cc2oc1=O,-3,-2,6,0,1.7,0,11,101,2,9
COc1ccc(-n2ncc3c2CC(C)(C)CC3NC(=O)CCn2cncn2)cc1 (centres undefined),-7,3,/,1,1.9,2,12,100,-2,6
O=C(O)c1ccc(NC(=S)NC(=O)c2ccc(-c3ccc(Br)cc3)o2)cc1,-7,3,-6,-2,-2.3,-23,14,92,6,-70
COc1ccc(S(=O)(=O)NC2CC(=O)N(c3ccccc3)C2)cc1C (centres undefined),-12,-3,-4,-2,-1.2,-12,-2,93,-3,-2
CC1CCC(NC(=O)CSc2nncn2C)CC1 (centres undefined),5,1,-6,1,-1.0,-20,6,102,-3,3
O=C(Nc1ccc(NC(=O)c2ccccc2F)cc1)c1ccccc1F,-5,6,-7,-3,-0.5,-7,4,100,0,10
COc1ccc(CCNc2ncnc3c2c(C)c(C)n3CCO)cc1OC,6,-9,-2,4,-1.1,-12,-9,95,8,1
Cc1cc(C)n2cc(CSc3nnnn3-c3ccccc3)nc2n1,4,4,-5,-2,0.6,-4,11,105,1,3
COc1ccccc1-n1cnnc1SCC(=O)Nc1cc(C)on1,7,6,-8,6,-2.5,-1,7,98,-3,12
CC(=O)N1CCC2(CC1)C/C(=N\NC(=S)Nc1ccccc1F)c1cc(O)ccc1O2,-9,-2,-5,-4,-1.6,-1,-8,98,1,-3
CN(c1ccc(C(=O)Nc2ccccc2C(F)(F)F)cc1)S(C)(=O)=O,2,4,/,0,-1.3,0,0,95,-2,-2
Cc1ccc(C(=O)O)cc1S(=O)(=O)NCC1CCCO1 (centres undefined),13,-4,-7,1,2.4,-2,-3,100,-2,-4
CSc1cc(C)c(OCC(=O)Nc2ccc(NC(C)=O)cc2)c(C)c1,4,-3,-4,6,-0.1,-4,-4,92,5,3
O=C(Nc1ccccc1Oc1cccnc1)C1CCCN(C/C=C/c2ccccc2)C1 (centres undefined),7,5,/,-3,-0.1,1,-3,104,4,7
COc1ccc(NC2CCCN(C(=O)c3ccc(C)c(N4CCNC4=O)c3)C2)cc1 (centres undefined),-2,1,/,2,-3.5,1,8,93,3,0
CCCCn1c(N)c(N(Cc2ccccc2OC)C(=O)CN2C(=O)NC(C)(c3ccccc3)C2=O)c(=O)[nH]c1=O (centres undefined),5,2,-5,0,-0.8,8,11,98,1,-10
